Assay outcomes (PubChem BioAssay)
KCNQ2 block: KCNQ2 channel blockers in CHO-K1 cells – cell-based, FluxOR thallium flux, B-score, primary screen (AID 2156); 310,000 tested, 1.1% active; B-score at 10 µM; 20 min; hits give low values; O88943;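 active means fluorescence ratio B-score at most minus 3 library SDs, with starting brightness B-score within 2 library SDs, cut at about -5.5 in these data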
Target sequence (O88943 whole entry, looked up): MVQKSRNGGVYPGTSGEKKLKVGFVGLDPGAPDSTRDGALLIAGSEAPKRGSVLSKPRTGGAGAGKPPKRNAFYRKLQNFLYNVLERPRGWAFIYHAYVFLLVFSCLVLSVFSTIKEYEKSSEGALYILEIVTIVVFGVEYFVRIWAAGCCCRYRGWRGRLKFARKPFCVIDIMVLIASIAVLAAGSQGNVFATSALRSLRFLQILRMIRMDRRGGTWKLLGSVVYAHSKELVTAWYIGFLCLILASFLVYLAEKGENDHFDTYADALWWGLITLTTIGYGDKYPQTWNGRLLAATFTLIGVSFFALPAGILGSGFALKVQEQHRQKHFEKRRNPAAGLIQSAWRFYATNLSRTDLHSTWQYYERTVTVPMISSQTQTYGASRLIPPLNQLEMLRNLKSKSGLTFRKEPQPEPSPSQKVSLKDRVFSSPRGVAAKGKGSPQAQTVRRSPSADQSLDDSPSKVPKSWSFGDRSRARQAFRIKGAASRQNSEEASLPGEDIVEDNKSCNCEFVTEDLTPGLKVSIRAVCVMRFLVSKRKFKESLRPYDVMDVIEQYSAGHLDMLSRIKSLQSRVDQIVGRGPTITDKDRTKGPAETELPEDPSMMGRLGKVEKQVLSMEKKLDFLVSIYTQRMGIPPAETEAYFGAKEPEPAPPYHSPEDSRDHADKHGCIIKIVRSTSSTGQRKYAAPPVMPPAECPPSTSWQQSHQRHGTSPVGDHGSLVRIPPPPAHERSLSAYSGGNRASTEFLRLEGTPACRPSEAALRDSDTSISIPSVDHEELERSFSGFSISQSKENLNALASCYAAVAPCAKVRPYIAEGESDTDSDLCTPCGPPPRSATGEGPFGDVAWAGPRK
CHT inh: inhibitors of human choline transporter CHT | CHT-expressing cells, membrane potential dye, choline response; hits give low values | B-score at 10 µM | 310,000 tested, 0.86% active | AID 488975;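 active means B-score over 3 SD under the library average, and starting fluorescence ratio not unusually high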;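 further: choline stimulus applied at its EC90 after an EC20 pre-addition; B-score computed on integrated fluorescence ratio after choline addition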
* hit, by the source's call; i = inactive; . = not tested or not shown. Rows were taken by chance; any-hit rate near 1.9%.

SMILES | KCNQ2 block | CHT inh
CN(CCc1ccccn1)C(=O)c1cc(COc2ccc(F)cc2F)on1 | i | i
COc1cc(Br)cc(-c2nc3c(c(=O)[nH]c(=O)n3Cc3ccccc3)n2C)c1O | i | i
Cc1nn(CC(=O)N2CCc3ccccc3C2)c(C)c1[N+](=O)[O-] | i | i
Cc1cc(-c2ccccc2)nc2c(Br)c(=O)[nH]n12 | i | i
CN1CCN(CCCNC(=O)c2ccc(CSCc3cccc(Cl)c3)o2)CC1 | i | i
Cc1ccccc1NC(=O)C1CC(=O)OC12CCOC(C)(C)C2 (configuration not stated) | i | i
O=C(NCCCc1ccccc1)c1ccc(F)cc1 | i | i
COc1ccc(CCN(C)C(=O)CNC(=O)Cc2cccc3ccccc23)cc1OC | i | i
Cc1cccc(C)c1NC(=O)COC(=O)C1C2CC3OC(=O)C1C3C2 (configuration not stated) | i | i
Cn1c(-c2ccccc2)cnc1NCc1ccccc1 | i | -7.19*
COc1ccc2c(c1OC)C(=O)OC2Nc1ccccn1 (configuration not stated) | i | i
Cc1nnc(Sc2c(N)n(C)c(=O)[nH]c2=O)s1 | i | i
CC1(C)CC(NC(=O)c2ccc(Cl)cc2Cl)CC(C)(C)N1 | i | i
O=C(NCc1cccnc1)C(=O)Nc1ccc([N+](=O)[O-])cc1 | i | i
CCn1c(=O)c(C(=O)NCc2ccc(OC)cc2)c(O)c2ccccc21 | i | i
COc1cc([N+](=O)[O-])ccc1NC(=O)NCc1ccco1 | i | i
Cc1ccc(-c2ccc(SCC(=O)NCC3CCCO3)nn2)cc1 (configuration not stated) | i | i
Cc1ccc(C(=O)NCc2ccc3c(c2)OCO3)cc1N1CCCC1=O | i | i
C/C(=N\NC(=O)c1ccc(NS(=O)(=O)c2cccs2)cc1)c1ccc(O)cc1O | i | i
CCOc1cc(S(=O)(=O)N2CCOCC2)ccc1F | i | i
CCOC(=O)N1CCN(C(=O)CSc2ccc3nnc(-c4ccncc4)n3n2)CC1 | i | i
CCn1cc(/C=N/NC(=O)c2ccc3c(c2)OCO3)cn1 | i | i
O=C(CCS(=O)(=O)c1ccccc1)Nc1ccccc1N1CCOCC1 | i | i
CCCCNc1oc(-c2ccc(OC)cc2)nc1S(=O)(=O)c1ccccc1 | i | i
O=C(O)c1cnc(-c2ccccc2)nc1Oc1ccccc1 | i | i
SMILES | KCNQ2 block | CHT inh
O=S(=O)(c1cc(C(F)(F)F)ccc1Cl)N1CCN(c2ccccn2)CC1 | i | i
CC1=C(C(=O)OCC2CCCO2)C(c2ccc(F)cc2)NC(=O)N1 (configuration not stated) | i | i
COc1ccc(CCNC(=O)c2ccc3c(=O)n(Cc4ccco4)c(=S)[nH]c3c2)cc1OC | i | i
CC(C)NC(=O)NS(=O)(=O)c1cnccc1N1CCCCC1 | i | i
Cc1c(Cl)c([N+](=O)[O-])nn1CCCC(=O)NCCc1ccccc1 | i | i
COc1ccc(S(=O)(=O)Nc2ccc(OCC(=O)O)cc2)c2ccccc12 | i | i
CC1CC(NS(=O)(=O)c2cc3c4c(c2)CCN4C(=O)CC3)CC(C)(C)C1 (configuration not stated) | i | i
COc1cccc(CNC(=O)c2cc(S(=O)(=O)N3CCOCC3)cn2C)c1 | i | i
COc1cc(C2C3=C(CC(c4ccco4)CC3=O)Nc3ccccc3N2C(C)=O)cc(OC)c1OC (configuration not stated) | i | i
CCN1CCN(c2cc(C)c3cc(NC(=O)Cc4ccccc4OC)ccc3n2)CC1 | i | i
CCOC(=O)C1(CCCc2ccccc2)CCN(C(=O)[C@@H]2C[C@@H](C)NC(=S)N2)CC1 | i | i
Cc1cc(C)cc(NC(=S)NCc2cccnc2)c1 | i | i
CC(NC(=O)N1CCOCC1)c1ccccc1 (configuration not stated) | i | i
O=C(COc1ccccc1Cl)NC(=S)Nc1cccc(NC(=O)c2ccccc2Cl)c1 | i | i
O=C(O)Cc1ccc(O)cc1 | i | i
CCC(CC)C(=O)NCCCCc1ccccc1 | i | i
Cc1ccc(CSC2=Nc3sccc3C3=NC(=O)CN23)cc1 | i | i
COc1cccc(C(=O)N(Cc2nc(-c3cccc(C)c3)no2)C(C)C)c1OC | i | i
CN(C)c1cccc(C(=O)OCC(=O)NCC2CCCO2)c1 (configuration not stated) | i | i
OCCC1CN(Cc2ccon2)CCN1Cc1ccccc1 (configuration not stated) | i | i
S=c1[nH]nc(Cc2ccc(Cl)cc2)n1-c1ccc2c(c1)OCCO2 | i | i
COc1cccc(COc2ccc3c(C)cc(=O)oc3c2)c1 | i | i
O=C(N/N=C/c1ccc(OCc2ccccc2)cc1)c1ccco1 | i | i
O=CN(Cc1ccco1)C1(C(=O)NC2CCCCC2)CCCCC1 | i | i
COc1ccc(S(=O)(=O)NCCSCc2cccc(C)c2)cc1Br | i | i
SMILES | KCNQ2 block | CHT inh
C=CCNC(=S)N/N=C/c1ccc(C)s1 | i | i
CC(=O)N1CCc2cc(S(=O)(=O)CCC(=O)NCCc3ccc(C)cc3)ccc21 | i | i
CSc1nnc(-c2sc3cc(C(F)(F)F)cnc3c2-c2ccccc2)n1C | i | i
O=C(NCC(c1ccc(F)cc1)N1CCOCC1)c1c(F)cccc1F (configuration not stated) | i | i
CC1=C(C(=O)OCc2ccccc2)C(c2ccccc2OC(F)F)NC(=O)N1 (configuration not stated) | i | i
Cc1cc(C)nc(Oc2ccc([N+](=O)[O-])cc2)n1 | i | i
O=C(O)CN1C(=O)COc2ccc(S(=O)(=O)N3CCCCCC3)cc21 | i | i
O=S(=O)(Nc1cc(C(F)(F)F)ccc1N1CCOCC1)c1ccccc1 | i | i
Cc1ccc(C(C)n2cc(C(=O)NCc3ccncc3)nn2)cc1 (configuration not stated) | i | i
CN1CCN(S(=O)(=O)c2ccc3c(c2)CC(=O)N3C)CC1 | i | i
COc1ccc(-c2nc(CSCC(=O)N3CCN(C(=O)c4ccco4)CC3)c(C)o2)cc1OC | i | i
CCCC(=O)Nc1nnc(/C=C/c2ccc(OC)cc2)s1 | i | i
Cc1sc(NC(=O)COc2ccccc2)c(C#N)c1-c1ccccc1 | i | i
O=C(Cc1ccccc1)Nc1ccc2c(c1)CCC2 | i | i
O=C(COC(=O)C1Cc2ccccc2CN1C(=O)c1ccccc1Cl)Nc1ccc(N2CCOCC2)cc1 (configuration not stated) | i | i
COc1ccc(-c2nnc(SCC(=O)NNC(=O)c3ccc(C)cc3)o2)cc1 | i | i
CCCc1[nH]nc2c1C(c1ccsc1)C(C#N)=C(N)O2 (configuration not stated) | i | i
O=C(CCC(=O)c1ccc(Br)cc1)Nc1ccc(F)cc1 | i | i
CN(C)CCNC(=O)c1sc2cccc(F)c2c1Cl | i | i
COc1ccc(CNC(=O)c2cc(=O)c3cc(C)ccc3o2)cc1 | i | i
O=C(Nc1ccc(N2CCN(C(=O)c3cccs3)CC2)cc1)c1cccnc1 | i | i
CCCC(=O)Nc1nnc(SCC(=O)N2CCN(c3ccccc3)CC2)s1 | i | i
Cc1ccc(Nc2nc(CSc3nnc(-c4cccnc4)n3-c3ccccc3C)cs2)cc1 | i | i
O=C(OCc1cc(Cl)ccc1OC(F)F)c1cncc(Br)c1 | i | i
COc1ccc(NC(=O)CCCn2c(=S)[nH]c3ccccc3c2=O)cc1 | i | i
SMILES | KCNQ2 block | CHT inh
CC(=O)Nc1nc(C)c(-c2csc(Nc3cccc(C(C)=O)c3)n2)s1 | i | i
CCCn1nnnc1NCc1ccccc1OCC | i | i
CCOc1ccc(C(=O)Nc2nccs2)cc1[N+](=O)[O-] | i | i
O=C(Cn1nc(-c2ccccc2)nc1-c1ccccc1)N1CCOCC1 | i | i
Cc1nc2ccccc2c(=O)n1/N=C1\C(=O)N(C)c2ccccc21 | i | i
O=c1cnnc(N/N=C/c2cccs2)[nH]1 | i | i
Cc1ccc(NC(=S)NC2CCN(Cc3ccccc3)CC2)cc1C | i | i
COc1ccc(-n2c(=O)c3ccccc3n(CC(=O)NC3CCCC3)c2=O)cc1 | i | i
O=C(c1cccs1)N(Cc1ccco1)c1nc(-c2ccc(F)cc2)cs1 | i | i
Cc1ccc(C(C)NC(=O)c2ccc3c(c2)OCO3)cc1C (configuration not stated) | i | i
CCC(C)c1ccc(NC(=O)N2CCOCC2)cc1 (configuration not stated) | i | i
COc1ccc(CNC(=O)[C@H](C)[C@@H]2C[C@@]2(C)[C@@H](NC(=O)OCc2ccccc2)c2ccccc2)cc1OC | i | i
CCc1ncc(CN2CCCC(C(=O)Nc3cccc(-c4cccc(C)c4)c3)C2)cn1 (configuration not stated) | i | i
CCC(=O)c1ccc(OC(=O)Cc2ccc(OC)cc2)cc1 | i | i
COc1ccc(Br)cc1C(=O)Nc1ccc(C(=O)NCC(C)C)cc1 | i | i
CCN(CC)C(=O)C(=O)c1cn(CC(=O)NCC2CCCO2)c2ccccc12 (configuration not stated) | i | i
COC(=O)c1ccc2nc(C)cc(Nc3ccc(N(C)C)cc3)c2c1 | i | i
CCn1nnc(-c2ccccc2NS(=O)(=O)c2ccc(S(=O)(=O)N3CCCCCC3)cc2)n1 | i | i
COc1cc(O)c2c(c1)OC(C)(C)CC2=O | i | i
OCc1n[nH]c(CO)n1 | i | i
CCN(CC(=O)NCc1ccc(F)cc1)C(=O)CN1CCN(c2ccccc2OC)CC1 | i | i
N=C1S/C(=C\c2ccc(-c3cccc(Cl)c3)o2)C(=O)N1c1nccs1 | i | i
Cc1cccc(C)c1NC(=O)C1CC2CCC1C2 (configuration not stated) | i | i
CCOC(=O)CSc1cc(C)nc(NC(C)=O)n1 | i | i
COc1ccc(NC(=O)NNS(=O)(=O)c2cc(C)ccc2C)cc1OC | i | i

Compound profiles, from the list above. Order of values: KCNQ2 block	CHT inh
`O=C(OCc1cc(Cl)ccc1OC(F)F)c1cncc(Br)c1` is entered as i	i
`O=C(Nc1ccc(N2CCN(C(=O)c3cccs3)CC2)cc1)c1cccnc1` is entered as i	i

19 structures already listed, sorted by formula weight, descending:
SMILES | KCNQ2 block | CHT inh
COc1cc(C2C3=C(CC(c4ccco4)CC3=O)Nc3ccccc3N2C(C)=O)cc(OC)c1OC (configuration not stated) | i | i
C/C(=N\NC(=O)c1ccc(NS(=O)(=O)c2cccs2)cc1)c1ccc(O)cc1O | i | i
COc1ccc(CCN(C)C(=O)CNC(=O)Cc2cccc3ccccc23)cc1OC | i | i
N=C1S/C(=C\c2ccc(-c3cccc(Cl)c3)o2)C(=O)N1c1nccs1 | i | i
O=S(=O)(Nc1cc(C(F)(F)F)ccc1N1CCOCC1)c1ccccc1 | i | i
O=C(O)CN1C(=O)COc2ccc(S(=O)(=O)N3CCCCCC3)cc21 | i | i
O=C(CCC(=O)c1ccc(Br)cc1)Nc1ccc(F)cc1 | i | i
O=C(Cn1nc(-c2ccccc2)nc1-c1ccccc1)N1CCOCC1 | i | i
COC(=O)c1ccc2nc(C)cc(Nc3ccc(N(C)C)cc3)c2c1 | i | i
O=CN(Cc1ccco1)C1(C(=O)NC2CCCCC2)CCCCC1 | i | i
CC1(C)CC(NC(=O)c2ccc(Cl)cc2Cl)CC(C)(C)N1 | i | i
Cc1ccc(C(C)n2cc(C(=O)NCc3ccncc3)nn2)cc1 (configuration not stated) | i | i
Cc1nn(CC(=O)N2CCc3ccccc3C2)c(C)c1[N+](=O)[O-] | i | i
OCCC1CN(Cc2ccon2)CCN1Cc1ccccc1 (configuration not stated) | i | i
COc1cccc(COc2ccc3c(C)cc(=O)oc3c2)c1 | i | i
COc1cc([N+](=O)[O-])ccc1NC(=O)NCc1ccco1 | i | i
Cn1c(-c2ccccc2)cnc1NCc1ccccc1 | i | -7.19*
Cc1cc(C)nc(Oc2ccc([N+](=O)[O-])cc2)n1 | i | i
OCc1n[nH]c(CO)n1 | i | i

(cont.)
SMILES | KCNQ2 block | CHT inh
CN(C)CCN(C(=O)c1ccc2ccccc2c1)c1nc2c(F)cccc2s1 | i | i
CC12CN3CC(C)(CN(C1)C3c1ccc(Br)cc1)C2=O (configuration not stated) | i | i
N#Cc1nc(-c2ccc(F)cc2)oc1N1CCC(C(N)=O)CC1 | i | i
COc1ccc(-n2nc3c(c2NC(=O)C2CC2)CS(=O)(=O)C3)cc1 | i | i
COc1ccc(C(=O)NC(=S)NNC(=O)CCc2ccccc2)cc1 | i | -5.23*
O=C1NCCCC1C(=O)N/N=C/c1ccccc1O (configuration not stated) | i | i
O=C(Nc1nc2c(c(=O)[nH]1)CCCC2)C1CC1 | i | i
CCOc1ccc(S(=O)(=O)NC2CCCCCC2)cc1 | i | i
O=C(c1ccc2c(c1)N(Cc1ccccc1F)C(=O)c1ccccc1S2(=O)=O)N1CCCC1 | i | i
CC(=O)NC(Cc1ccccc1)C(=O)NC1CCN(C(=O)NCc2ccccc2)CC1 (configuration not stated) | i | .
COc1ccc(C2=Nn3c(nnc3-c3ccc(OC)cc3)SC2)cc1 | i | i
CCCn1nnnc1NCc1ccccc1C | i | i
Cc1nc2ccc(C(=O)Nc3cccc([N+](=O)[O-])c3)cc2s1 | i | i
COc1ccc(CCNC(=O)CN2C(=O)c3ccccc3C2=O)cc1 | i | i
C/C(NCCCn1ccnc1)=C(\C#N)C(N)=O | i | i
Cc1cccc(Sc2nc(-c3ccccc3)ncc2C(=O)O)c1 | i | i
Cc1ccc(C(=O)n2nc(-c3ccccc3)nc2NCc2ccco2)cc1 | i | i
CCOC(=O)N1CCC(N2C(=O)c3ccc(C(=O)Nc4ccc(OC)cc4)cc3C2=O)CC1 | i | i
COc1cccc(OC)c1C(=O)Nc1ccccc1N1CCCCC1 | i | i
O=C(COc1ccc(Cl)cc1)NNC(=S)NCc1ccccc1 | i | i
O=C(Oc1ccc(Br)cc1)c1cccnc1 | i | i
COC(=O)N1[C@H](Cc2ccccc2)C=C[C@]1(C)C(=O)O | i | i
CC1CCCCN1CCNC(=O)c1cnn2ccccc12 (configuration not stated) | i | i
CCOC(=O)c1ccc(N2C(=O)c3n[nH]c(C)c3C2c2ccc(OC)c(OC)c2)cc1 (configuration not stated) | i | i
CC(C)(C)c1ccc(OCC(O)CSc2ncn[nH]2)cc1 (configuration not stated) | i | i
CCc1cc(C(=O)N2CCCC(C(=O)c3ccc(Cl)cc3)C2)no1 (configuration not stated) | i | i
c1cc(-c2noc(CCC3CCCC3)n2)ccn1 | i | i
CC(C)(C)c1ccc(C(=O)C2CCCN(C(=O)c3ccccn3)C2)cc1 (configuration not stated) | i | .
